# Compound activity deposited in PubChem by several laboratories.
# CAL PDZ FP = untagged CAL PDZ binding inhibitors, primary screen, biochemical, fluorescence polarization, HTS; inhibition, % at 24.9 µM; purified CAL PDZ, TMR-peptide fluorescence polarization, 1 h; actives 0.92% (n = 300,000);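 active = mean inhibition of at least 30% with at least half of replicates also reaching 30%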;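 also: 0% = DMSO neutral control and 100% = excess unlabeled competitor peptide PRC23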
# HTR5A ag ctr = HTR5A agonists in luminescence cell assay, primary screen, counter-screen for OPRM1-OPRD1 heterodimer agonist project, full-deck HTS | actives 0.61% (n = 340,000) | 5-hydroxytryptamine receptor 5A (Homo sapiens), P47898 | cell-based | activation, % at 9.3 µM; in the data active = activation mostly above about 9.5%, no sharp cut-off; inactive = mostly below about 7.6%;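 also: 0% = cells with vehicle only and 100% = reference agonist; strong numbers were not always called active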
# Target sequence (P47898 whole entry, looked up): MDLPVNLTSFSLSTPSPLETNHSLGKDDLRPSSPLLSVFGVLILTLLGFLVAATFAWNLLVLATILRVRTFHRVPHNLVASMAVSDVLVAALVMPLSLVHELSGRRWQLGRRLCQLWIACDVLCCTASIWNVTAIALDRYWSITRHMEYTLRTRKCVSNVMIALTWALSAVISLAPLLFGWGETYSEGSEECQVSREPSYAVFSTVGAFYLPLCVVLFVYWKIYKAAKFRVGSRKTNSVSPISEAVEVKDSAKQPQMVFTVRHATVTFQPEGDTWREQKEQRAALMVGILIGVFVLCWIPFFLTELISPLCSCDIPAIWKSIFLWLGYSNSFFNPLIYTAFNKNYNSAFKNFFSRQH
# cardiac RTF act = cardiac RTF calcium sensitivity activators, primary screen, biochemical, IANBD-TnC fluorescence, EC20 calcium; actives 0.24% (n = 340,000); activation, % at 7.2 µM; AID 493008, 2010; IANBD-labeled TnC RTF fluorescence at EC20 calcium; 0% EC20 calcium, 100% full calcium; Troponin I, cardiac muscle (Homo sapiens) + Troponin T, cardiac muscle (Homo sapiens) + …;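 active = activation above the mean over all tested compounds plus 3 SD, cut at about 30% in these data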;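 also: rise in fluorescence read as greater calcium sensitivity of cardiac thin filaments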
# OPRM1-OPRD1 inv = inverse agonists of MOR-DOR heterodimerization, primary screen, cell-based, luminescence; Mu-type opioid receptor (Homo sapiens) + Delta-type opioid receptor (Homo sapiens), …; cell-based MOR-DOR heterodimer luminescence, inverse agonism; inhibition, % at 9.3 µM; actives 0.21% (n = 340,000); in the data active = inhibition above about 22%, passing the limit was not always enough;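 also: 0% = cells with DMSO and 100% = wells without cells with DMSO; values of inactives mirror those of a sister screen read the other way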
# HTR5A inv ag = HTR5A inverse agonists in luminescence cell assay, primary screen, counter-screen for OPRM1-OPRD1 heterodimer inverse agonist project, full-deck HTS | 5-hydroxytryptamine receptor 5A (Homo sapiens), P47898 | HTR5A cell line, inverse agonism | inhibition, % at 9.3 µM | actives 0.083% (n = 340,000) | AID 504634, 2011; in the data active = inhibition mostly above about 23%, no sharp cut-off; inactive = mostly below about 18%;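 also: 0% = cells with DMSO and 100% = no-cell wells with DMSO; some compounds called inactive have numbers as strong as hits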
# Cardiac RTF inh = cardiac RTF calcium sensitivity inhibitors, primary screen, biochemical, IANBD-TnC fluorescence, EC70 calcium; Troponin I, cardiac muscle (Homo sapiens) + Troponin T, cardiac muscle (Homo sapiens) + …; IANBD-labeled cardiac RTF, Ca2+ fluorescence; inhibition, % at 7.15 µM; actives 0.12% (n = 340,000);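 active = inhibition above the mean inhibition of all tested compounds plus 3 SD, cut at about 17% in these data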;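 also: assay run at fixed EC70 calcium of 1.6 mM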
# Keap1-Nrf2 PPI = Keap1-Nrf2 protein-protein interaction inhibitors, primary screen, biochemical, fluorescence polarization, single point | Kelch-like ECH-associated protein 1 (Homo sapiens), Q14145 | inhibition, % at 9.4 µM | actives 0.15% (n = 340,000) | Keap1 Kelch-Nrf2 peptide fluorescence polarization, 1536-well; in the data active = inhibition above about 12%;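 also: human Keap1 Kelch domain with fluorescein labeled Nrf2 9mer peptide probe; 0% = neutral control wells and 100% = peptide positive control; higher means more block of Keap1 binding to Nrf2 peptide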
# Target sequence (Q14145 whole entry, looked up, the tested form may be a part): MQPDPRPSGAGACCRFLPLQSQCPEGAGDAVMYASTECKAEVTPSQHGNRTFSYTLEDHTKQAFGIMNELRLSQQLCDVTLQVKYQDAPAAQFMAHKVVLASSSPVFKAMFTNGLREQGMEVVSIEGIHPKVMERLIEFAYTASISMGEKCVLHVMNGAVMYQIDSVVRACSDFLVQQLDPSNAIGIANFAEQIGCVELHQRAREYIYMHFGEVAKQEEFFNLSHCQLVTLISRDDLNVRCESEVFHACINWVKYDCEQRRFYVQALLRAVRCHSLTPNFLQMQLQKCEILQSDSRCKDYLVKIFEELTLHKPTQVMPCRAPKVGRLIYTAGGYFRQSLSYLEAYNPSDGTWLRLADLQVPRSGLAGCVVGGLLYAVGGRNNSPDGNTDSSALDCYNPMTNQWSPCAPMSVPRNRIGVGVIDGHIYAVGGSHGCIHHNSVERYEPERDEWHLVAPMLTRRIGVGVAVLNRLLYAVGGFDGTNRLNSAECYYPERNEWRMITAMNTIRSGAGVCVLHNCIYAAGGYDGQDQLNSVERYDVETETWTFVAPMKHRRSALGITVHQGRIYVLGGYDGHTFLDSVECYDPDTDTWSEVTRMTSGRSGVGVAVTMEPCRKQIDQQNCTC
# C-LANA FP = inhibitors of KSHV C-LANA binding to DNA, primary screen, biochemical, fluorescence polarization, FAM-LBS DNA, MBP-C-LANA, single point; Kaposi's sarcoma herpesvirus LANA C-terminal domain (residues 932-1162) DNA binding; actives 0.078% (n = 340,000); AID 504423, 2011; inhibition, % at 9 µM;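 active = highest replicate inhibition at or above 60% at 9 µM, even if other replicates fall short; inactive = all replicates below 60% inhibition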;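 also: 0% = neutral control wells and 100% = 4 µM acridine orange control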
# MOR-DOR ag = agonists of OPRM1-OPRD1 heterodimerization, primary screen, cell-based, luminescence | Mu-type opioid receptor (Homo sapiens) + Delta-type opioid receptor (Homo sapiens), … | cells | activation, % at 9.3 µM | actives 0.3% (n = 340,000) | AID 504326, 2011; in the data active = activation above about 18%;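 also: 0% = vehicle-treated cells and 100% = reference agonist; values of inactives mirror those of a sister screen read the other way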
# V-ATPase pHluor = regulators of yeast V-ATPase proton pumping, primary screen, pHLuorin cytosolic pH fluorescence | S. cerevisiae | response, % at 10 µM | actives 0.37% (n = 350,000); in the data active = response mostly above about 7.3%, no sharp cut-off; inactive = mostly below about 5.4%; also: actives read high; inactives centre near 0; some compounds called inactive have numbers as strong as hits; reference of the scale not given here
# Numbers without * were called inactive; . = no result given.
# Every second line gives: Keap1-Nrf2 PPI	cardiac RTF act	HTR5A ag ctr	CAL PDZ FP	HTR5A inv ag	C-LANA FP	V-ATPase pHluor	OPRM1-OPRD1 inv	MOR-DOR ag	Cardiac RTF inh
CCOC(=O)N1CCN(C(=S)NC)CC1
 : 3	0	5	-5	-22	-1.9	-2	-3	0.5	4
O=C(CCNS(=O)(=O)c1cccs1)N1CCN(c2ccc(F)cc2)CC1
 : -4	-2	8	-2	-24	-2.1	-2	-5	0.6	7
CCOC(=O)C1CCN(c2c(NCCN3CCCCC3C)c(=O)c2=O)CC1 (configuration not stated)
 : -5	4	4	-2	-11	0.7	0	4	-0.7	-13
COc1ccccc1NC(=O)C[n+]1ccccc1C
 : -1	2	1	-5	14	-0.4	2	5	-0.9	-8
COc1ccccc1OCC(=O)Nc1nc2c(s1)CCCC2
 : -5	-1	3	3	-8	2.3	-1	22	-4.4	-9
Cc1cc(=O)oc2c1ccc1ccccc12
 : 6	-9	-2	-2	9	-0.8	-2	10	-2.1	-5
COc1cccc(C2CC(c3ccccc3)Nc3nc(N)nn32)c1 (configuration not stated)
 : 2	0	6	.	-18	-1.9	2	17	-3.2	-9
Cc1ccc(C(=O)NCCCNC(=O)c2ccc(Cl)cc2)cn1
 : -2	-1	-4	.	10	-3.3	2	0	-0.1	8
O=C(COC(=O)CCC1CCCC1)Nc1ccccc1OC(F)F
 : -2	8	-1	-5	3	-2.6	-1	-21	4.5	-13
CCOC(=O)C(C#N)=CN1CCN(C(=O)CCCl)c2ccccc21
 : -3	0	2	4	-10	3.3	0	4	-0.7	1
CC(C)NC(=O)Nc1ccc2c(c1)C(=O)N([C@H](C)CO)C[C@@H](C)[C@@H](CN(C)C(=O)NC1CCCCC1)O2
 : 4	-3	4	-2	2	1.0	1	1	-0.2	-8
O=C(NCc1n[nH]c(=S)n1-c1ccc(F)cc1)c1ccc(S(=O)(=O)N2CCOCC2)cc1
 : -8	-9	-1	-7	-28	-0.4	2	-4	0.6	-6
Cc1ccccc1C(=O)NC(NC(=O)c1ccccc1C)c1cccc([N+](=O)[O-])c1
 : 5	-3	-1	-2	4	-1.1	0	9	-1.8	11
COc1ccc(N2CCN(C(=O)COC(=O)c3cc(S(=O)(=O)N(C)C)ccc3N3CCCC3)CC2)cc1
 : -3	-11	-2	-1	4	-0.6	5	3	-0.6	-41
O=C(Nc1ncc2c(n1)-c1ccccc1OC2)c1cccc([N+](=O)[O-])c1
 : 2	2	-4	-1	-28	-0.5	-2	-8	1.8	-2
C[C@H](CO)N1C[C@H](C)[C@@H](CN(C)S(=O)(=O)c2ccc(F)cc2)Oc2c(NC(=O)CCC(F)(F)F)cccc2C1=O
 : -3	9	-3	1	-15	1.2	4	11	-1.9	-7
O=C(CN1C(=O)S/C(=C\c2ccc(C(=O)O)cc2)C1=O)Nc1ccccc1
 : -4	-6	0	7	0	-0.9	0	13	-2.8	2
CCOC(=O)c1ccc(-c2ccc(/C=N/NC(=O)Cc3nnc(N)s3)o2)cc1
 : -3	9	7	-3	-14	0.0	-2	9	-1.7	-2
CCOC(=O)/C(=C\c1ccccc1)C(=O)CCN1CCOCC1
 : -26	3	4	-11	-16	-2.4	13	16	-3.7	-4
Clc1ccc(NC2=NCCC2)cc1Cl
 : -1	1	-2	-2	6	2.0	-1	10	-1.9	2
C=CCn1c(=S)[nH]c2cc(-c3ccccc3)sc2c1=O
 : 2	-6	-2	-5	4	0.9	1	-6	1.1	-12
O=C(Nc1ccnn1C1CCN(Cc2ccn[nH]2)CC1)c1ccccc1
 : -4	10	7	-2	5	0.9	5	16	-2.9	2
O=C(N/N=C/c1cccs1)C(O)c1ccccc1 (configuration not stated)
 : -3	-7	0	-5	1	1.2	-3	15	-3.0	2
COC(=O)Cn1c(CN(Cc2ccccc2)Cc2ccccc2)nc2c1c(=O)[nH]c(=O)n2C
 : -2	-1	10	-3	19	-1.1	1	-12	2.1	-3
COc1ccc(/C=N/N=C2/NC(=O)C(CC(=O)NC(N)=O)S2)cc1 (configuration not stated)
 : -6	-2	3	49*	-7	-1.3	2	11	-2.2	-4
O=C1[C@@H]2Cc3c([nH]c4ccccc34)C(c3cccc(Br)c3)N2C(=O)CN1C1CCN(Cc2ccccc2)CC1 (some centres not stated)
 : -6	1	0	-9	-2	-3.6	-5	-21	4.6	-15
CCCOc1ccc(C2NC(=O)CCC2[N+](=O)[O-])cc1 (configuration not stated)
 : 6	-6	5	-8	-20	-0.6	-3	6	-1.2	-8
O=C(NCc1ccco1)c1cccs1
 : -5	4	0	.	12	0.8	-2	13	-2.9	-9
Cc1nnc(SCC(=O)NCc2cccs2)[nH]c1=O
 : -3	2	-5	-4	11	-0.5	-3	-1	0.2	1
CCCCn1c(CN2CCN(c3ccccc3)CC2)nc2c1c(=O)n(C)c(=O)n2C
 : -4	3	0	0	-1	-0.5	2	-28	4.7	-4
CCOc1cc2[nH]c(=S)n(CC3CCCN3CC)c(=O)c2cc1OCC (configuration not stated)
 : -12	8	3	-1	7	-1.6	-1	5	-1.0	-9
O=C(C1CCCN(S(=O)(=O)c2ccc(Br)cc2)C1)N1CCOCC1 (configuration not stated)
 : 4	2	0	3	17	-1.2	2	20	-3.6	6
Fc1cccc(NC(=S)N2CCN(c3ccccn3)CC2)c1
 : -3	-7	3	-2	-12	17	-2	5	-1.1	-6
COc1ccc(C(C)=O)cc1CSc1nnc(C)n1-c1ccccc1
 : 3	6	-1	-5	8	-0.1	3	22	-4.2	-5
Cc1cc(C)n2nc(C(=O)OCC(=O)Nc3ccc(C)c(S(=O)(=O)N4CCOCC4)c3)nc2n1
 : -6	3	-7	1	28*	1.2	-3	3	-0.5	3
CCCCC(CC)C(=O)Nc1cc(C(=O)NCCC)ccc1N1CCC2(CC1)CC(c1cccc(Br)c1)=NO2 (configuration not stated)
 : 1	12	4	-4	9	1.5	-1	-2	0.3	-6
O=C(NCc1ccc2c(c1)OCO2)c1cnc2ccccn2c1=O
 : -3	1	-4	.	14	1.8	2	2	-0.4	-7
CCOC(=O)[C@@H]1[C@H]2COc3ccc(Br)cc3[C@H]2N2C(=O)N(c3ccc(C)cc3)C(=O)[C@]12C
 : 1	1	4	-6	-12	1.3	-2	-8	1.3	-12
Cc1ccc(O)c(/C=N/NC(=O)COc2ccc3c(C)cc(=O)oc3c2)c1
 : 1	-8	12	4	-31	-0.8	-1	-18	3.4	-9
CC(=O)N1CCN(c2ccc(NC(=O)c3cc(Cl)ccc3Cl)cc2)CC1
 : -4	-1	5	.	-15	-1.4	-3	4	-0.9	1
Cc1ccc(-c2cc(C(=O)Nc3cc(C)ccc3O)no2)cc1
 : -3	4	5	-6	2	-1.7	0	7	-1.3	-11
COc1ccc(/C=C/C(=O)c2ccccc2)cc1Cn1nnc2ccccc21
 : -3	-3	-4	-3	-28	4.0	1	6	-1.2	5
CCCCC(=O)Nc1ccc(C(=O)NCC(=O)OC)cc1
 : -4	8	7	4	-24	-0.9	2	2	-0.4	-7
COc1nc(N/N=C/c2ccccc2F)nc(N2CCCCC2)n1
 : 1	-1	-3	-2	-18	0.2	-1	-9	1.6	-14
CCC1Sc2ccc(S(=O)(=O)CCC(=O)NC3CCCCCC3)cc2NC1=O (configuration not stated)
 : -4	-3	-1	4	19	0.3	0	5	-1.0	-6
COc1cc(C2c3cc4c(cc3OC(Nc3ccc(C(=O)O)cc3)C2C)OCO4)cc(OC)c1OC (configuration not stated)
 : 2	-9	-3	-1	12	-0.7	6	7	-1.4	-4
O=C(NCCCN1CCCC1=O)c1cccs1
 : -4	-1	2	.	-22	-0.5	0	16	-3.1	-4
COc1ccc(OCC(=O)N/N=C(\C)c2cc3ccccc3o2)cc1
 : -1	3	3	-4	-6	0.7	-2	-10	1.9	-3
CCOc1ccc(C(=O)NCC(c2cccs2)N2CCOCC2)cc1 (configuration not stated)
 : -1	0	2	-3	-6	-3.7	0	5	-1.3	-1
CCN(CC)c1ccc(/C=N/NC(=O)c2c(Cl)c(C)nn2C)cc1
 : -2	-2	-1	-1	-11	0.9	-1	7	-1.4	0
Cc1ccc(NC2CCCN(C(=O)c3cn4cccc(C)c4n3)C2)cc1C (configuration not stated)
 : 0	-4	0	-3	8	-0.9	-3	-4	0.8	-3
CSc1ccccc1NC(=O)c1ccc(Cl)s1
 : -4	-3	3	-1	-43	-0.3	-1	0	0.0	1
O=C(Nc1ccc([N+](=O)[O-])cc1)N1CCN(C(=O)C2CCCO2)CC1 (configuration not stated)
 : -2	0	5	-6	-12	-0.5	2	8	-2.1	0
Cn1cc(-c2ccccc2)cc(C#N)c1=O
 : -3	-5	1	4	8	0.1	5	11	-2.2	-6
CC1(C)CC(=O)C2=C(C1)OC(N)=C(C#N)C21CCC2(CC1)OCCO2
 : -4	0	1	2	-3	2.3	-1	0	-0.1	-1
O=C(Cn1nnc(-c2ccccc2)n1)OCc1csc(-c2ccccc2)n1
 : -2	9	7	-1	-8	1.1	-1	2	-0.3	-3
COc1ccc(CCN2C(=O)CC(Sc3ncccc3C(=O)O)C2=O)cc1OC (configuration not stated)
 : -6	-2	6	-3	-7	-0.7	1	2	-0.4	-1
CCOC(=O)c1c(N)sc(=S)c2c1CCC2
 : -1	-16	0	-3	16	2.0	-5	5	-0.8	5
Cc1oc2c(c1C(=O)c1ccc(Cl)cc1)C(=O)C(=O)c1ccccc1-2
 : -5	1	0	-3	0	0.3	0	-17	3.5	5
CC(C)CN(CCCNC(=O)CN1N=C(c2ccc(Cl)cc2)CCC1=O)CC(C)C
 : -6	-5	-1	1	3	-4.0	0	9	-1.9	-6
CCCS(=O)(=O)N1CCCC(C(=O)N2CCCCC2)C1 (configuration not stated)
 : 1	8	-1	-4	4	-1.4	-1	1	-0.1	-5
Cc1ccc(-c2ccc(/C=C3/NC(=O)NC3=O)o2)cc1[N+](=O)[O-]
 : -8	-2	10	0	-24	-1.3	3	-42	6.4	-10
O=C(NCCCl)NNc1c(Cl)cc(Cl)cc1Cl
 : -1	0	-1	4	3	-2.1	2	22	-4.2	-11
